Screens: PubChem BioAssay, several laboratories
MDM2 E3 inh – MDM2-luciferase reporter signal enhancers, primary screen, MDM2 E3 ligase inhibitor project, cell-based, luminescence, 1536-well; cell-based MDM2 ubiquitination luciferase reporter, 2 h; 0 = plate control, 100 = twice control, blank-subtracted; signal enhancement, % at 5 µM; 210,000 tested, 0.11% active; E3 ubiquitin-protein ligase Mdm2 (Homo sapiens), Q00987;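 active means signal enhancement of 30% or more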;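 further: luminescence tracks abundance of the self-degrading MDM2-luciferase fusion protein; higher signal means inhibition of MDM2 E3 ligase activity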
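Assay system: mammalian cells stably expressing self-ubiquitinating, self-degrading MDM2 E3–luciferase fusion. Quantity: 2000 cells in each well. Medium: DMEM culture medium. Compound dosing: single-point 5 µM. Timing: cell settling 4 h, compound treatment 2 h, both 37 °C. Technique: luciferase luminescence. Read-out basis: percent signal gain over controls, blank-subtracted. Benchmarks: plate controls and plate blanks.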
m-calpain inh – inhibitors of pig calpain II, primary screen, biochemical, fluorogenic peptide substrate, 1536-well | AID 1236, 2008 | inhibition, % at 16 µM | 220,000 tested, 0.37% active | purified calpain II, 30 min;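 active means inhibition above about 50%, limit read from the data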
KCC2 mod – KCC2 cotransporter modulators, thallium flux, primary screen, cell-based, HEK293 KCC2, FluoZin-2 fluorescence, MLSMR; Solute carrier family 12 member 5 (Homo sapiens), Q9H2X9; KCC2 cells, thallium flux FluoZin-2 fluorescence; B-score of Tl+ flux slope (higher = more flux/activation; lower = inhibition) at 10 µM; 190,000 tested, 2.2% active;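 active means thallium flux slope and its plate-corrected score both differing from the plate sample mean at a set confidence after two filtering rounds, in either direction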;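 further: slope of fluorescence scaled to starting intensity during 10 to 20 s after thallium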
TNF death inh – inhibitors of TNF-alpha triggered necroptosis, primary screen, cell-based, Jurkat FADD-/-, single concentration; Jurkat FADD-/- TNF necroptosis rescue, ATP luminescence, 24 h; 0 = TNF only, 100 = no-TNF cells; activation (protection from cell death), % at 10 µM; 220,000 tested, 0.068% active;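 active means activation, meaning protection from cell death, of at least 50% relative to plate controls; inactive means activation below 50%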;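 further: necroptosis triggered by 40 ng/mL TNF-alpha added together with compound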
Rad51 HR inh – human RAD51 strand exchange inhibitors, primary screen, biochemical, fluorescence; AID 1385, 2008; DNA repair protein RAD51 homolog 1 (Homo sapiens), Q06609; hRad51 DNA strand exchange, fluorescence dequenching; 200,000 tested, 0.085% active; inhibition, % at 10 µM;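 active means inhibition above 40% at the single screening dose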;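 further: 0% = DMSO control wells and 100% = blanks with heterologous ssDNA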
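Material: human Rad51–ssDNA filaments; Probe or stimulus: labelled 47-mer dsDNA for strand exchange; Doses: single 10 µM dose; Incubation: 37 °C 15-min filament assembly, 30-min compound preincubation, 15-min exchange; Technique: FRET fluorescence dequenching, excitation 485 nm, emission 520 nm; Measure: Fluorescence-based percent inhibition, control- and blank-normalised; Benchmarks: plate control and blank wells.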
eIF4E-4G inh – eIF4E–eIF4G protein interaction inhibitors, primary screen, biochemical, uHTS, TR-FRET, eIF4GI fragment. TR-FRET eIF4E-eIF4GI(517-606) binding, 2 h. inhibition, % at 21.7 µM. 220,000 tested, 0.37% active. AID 782, 2007;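 active means inhibition above about 30%, limit read from the data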;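 further: 0% = full FRET control wells and 100% = background wells lacking eIF4GI fragment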
PERK inhibitor – block of dimerizer-induced PERK translation repression, primary screen, PERK inhibitor project, CHO PERK-DD cells, SEAP luminescence, HTS | Eukaryotic translation initiation factor 2-alpha kinase 3 (Homo sapiens), Q9NZJ5 | CHO PERK-DD fusion, SEAP luminescence translation reporter | inhibition, % at 5.6 µM | 220,000 tested, 0.17% active;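 active means inhibition above the mean inhibition of all tested compounds plus 3 SD, set separately per screening campaign, cut at about 2.9% in these data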;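 further: PERK kinase domain activated by AP20187 dimerizer at 100 nM; 0% = DMSO with dimerizer and 100% = rapamycin at 8.4 µM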
Target sequence (Q9NZJ5 whole entry, looked up, the tested form may be a part): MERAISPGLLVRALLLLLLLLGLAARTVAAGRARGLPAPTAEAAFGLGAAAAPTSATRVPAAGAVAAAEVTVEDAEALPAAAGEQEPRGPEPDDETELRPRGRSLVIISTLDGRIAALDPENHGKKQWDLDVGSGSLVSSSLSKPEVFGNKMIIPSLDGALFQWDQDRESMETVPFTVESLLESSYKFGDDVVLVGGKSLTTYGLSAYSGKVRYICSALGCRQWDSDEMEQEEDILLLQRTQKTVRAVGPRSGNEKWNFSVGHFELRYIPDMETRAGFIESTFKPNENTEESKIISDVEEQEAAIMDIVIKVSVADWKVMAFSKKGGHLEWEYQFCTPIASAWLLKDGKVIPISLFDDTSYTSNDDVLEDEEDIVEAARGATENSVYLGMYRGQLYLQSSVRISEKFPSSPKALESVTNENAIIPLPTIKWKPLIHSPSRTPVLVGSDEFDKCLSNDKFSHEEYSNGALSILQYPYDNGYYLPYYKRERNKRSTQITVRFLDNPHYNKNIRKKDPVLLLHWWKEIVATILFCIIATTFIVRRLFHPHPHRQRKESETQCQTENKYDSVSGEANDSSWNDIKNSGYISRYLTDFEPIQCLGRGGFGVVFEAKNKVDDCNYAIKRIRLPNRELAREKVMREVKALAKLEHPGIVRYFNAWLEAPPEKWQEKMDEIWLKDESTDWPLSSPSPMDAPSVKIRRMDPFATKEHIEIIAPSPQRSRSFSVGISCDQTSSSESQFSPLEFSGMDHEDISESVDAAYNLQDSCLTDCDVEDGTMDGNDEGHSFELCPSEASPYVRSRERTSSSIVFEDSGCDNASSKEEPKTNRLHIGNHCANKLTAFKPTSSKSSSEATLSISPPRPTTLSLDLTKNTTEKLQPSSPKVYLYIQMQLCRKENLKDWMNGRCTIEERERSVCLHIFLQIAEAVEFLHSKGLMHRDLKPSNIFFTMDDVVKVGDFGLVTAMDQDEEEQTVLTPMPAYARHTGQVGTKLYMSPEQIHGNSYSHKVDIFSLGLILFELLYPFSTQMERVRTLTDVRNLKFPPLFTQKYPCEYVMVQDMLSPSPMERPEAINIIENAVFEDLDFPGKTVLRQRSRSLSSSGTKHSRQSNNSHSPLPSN
zVAD death inh – inhibitors of zVAD-triggered necroptosis, primary screen, L929 cells. 220,000 tested, 0.38% active. viability rescue, % at 10 µM. L929 zVAD necroptosis rescue, ATP luminescence, 24 h; with zVAD 60 µM;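 active means activation, scaled between plate controls, above about 75%, limit read from the data; inactive means activation under that limit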;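 further: 0% = zVAD with DMSO and 100% = DMSO alone without zVAD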
EBV gp42 block – Epstein-Barr virus gp42 inhibitors, primary screen, biochemical, uHTS, fluorescence polarization | AID 1085, 2008 | 220,000 tested, 0.42% active | Glycoprotein 42 (Epstein-Barr virus (strain AG876)), Q1HVG2 | inhibition, % (tested at 21.74 µM) | Fluorescence polarization binding assay, mP read-out; in the data active means inhibition above about 50%
* = called active by the depositor; i = inactive; x = not tested or not shown; [ ] = remark or other dose.

SMILES	MDM2 E3 inh	m-calpain inh	KCC2 mod	TNF death inh	Rad51 HR inh	eIF4E-4G inh	PERK inhibitor	zVAD death inh	EBV gp42 block
C#CCOCCOCCOCCNc1nc(N2CCN(C(=O)[C@H]([C@@H](C)CC)n3cc([C@@H](N)Cc4ccc(O)cc4)nn3)CC2)nc(N2CCN(C(=O)[C@H](Cc3ccc(O)cc3)n3cc([C@@H](N)C(C)CC)nn3)CC2)n1 (some centres undefined)	x	-6	-0.82	1.6	0	-1	0.1	-0.3	-11
O=C(NCc1ccc2c(c1)OCO2)C(=S)N1CCOCC1	-17	4	0.45	1.7	1	0	0.0	1.2	-9
Cc1ccc(CN2CCN(Cc3nc4ccccc4nc3C)CC2CCO)cc1 (centres undefined)	-15	-17	0.96	2.2	x	-2	-0.9	-0.5	-3
CCCc1[nH]nc2c1C(c1ccc(O)cc1OCC)C(C#N)=C(N)O2 (centres undefined)	2	-11	-1	-11	-5	1	1.0	-0.7	-11
Brc1cc(Cc2nnc(-c3ccccc3)o2)c(Br)s1	-9	30	-0.7	-0.4	-4	10	-0.2	1.3	11
CCc1nc2oc3ccccc3c(=O)c2c(=O)n1Cc1ccc(OC)cc1	-3	25	x	1.1	-1	5	-1.3	0.0	-35
CC(Nc1ccc(Br)cn1)c1cc(Cl)ccc1O (centres undefined)	-14	42	x	26	x	3[fluorescence artefact?]	-0.7	0.6	12
COc1ccc(S(=O)(=O)N2CCN(C(=O)c3ccco3)CC2)cc1OC	-12	-4	0.48	0.9	-8	5	0.6	0.5	-17
CN(Cc1ccccc1)S(=O)(=O)c1ccc(N2CCOCC2)nc1	1	-24	0.085	-1.3	9	-1	-0.8	-0.1	1
COc1ccc(NC(=O)CSc2ncnc3c2nnn3-c2ccc(F)cc2)c(OC)c1	-11	22	-0.26	0.9	x	-2	0.4	-0.3	1
O=C(CNc1ccccc1)N/N=C/c1ccc([N+](=O)[O-])cc1	x	11	-1.1	3.4	x	0	-0.4	0.5	-7
COc1cccc2c(=O)n(CC(=O)Nc3ccc(F)cc3F)ccc12	-15	0	x	0.4	-6	6	-0.4	1.8	4
O=[N+]([O-])c1ccc(NC(=S)NCc2ccncc2)cc1	-22	9	0.057	0.0	4	-2	0.3	0.4	-1
COc1ccc(C(C)NC(=O)Cc2ccc(Br)cc2)cc1 (centres undefined)	6	15	0.37	3.2	6	6	0.4	0.9	-9
CCOC(=O)c1sc(NC(=O)CCCCCN2C(=O)c3cccc4cccc(c34)C2=O)nc1C	-10	-25	x	-2.6	1	-45	-0.2	-0.1	-14
O=c1cc(N2CCCCC2)c(-c2ccccc2)nn1Cc1cccc(Cl)c1	-16	-6	-0.24	-1.6	-1	2	0.3	-0.2	-10
CN(C(=O)COC(=O)c1ccc2[nH]c3c(c2c1)CCCC3)C1CCS(=O)(=O)C1 (centres undefined)	-1	12	0.17	-0.9	-4	1	-0.9	0.7	-7
Cc1n[nH]c(C)c1S(=O)(=O)Nc1ccc2c(c1)OCCO2	-15	-10	-0.78	-1.9	-4	-6[fluorescence artefact?]	1.5	-0.2	-30
[NH-]c1ncnc2c1N=C[N+]2=CC=CCO	-11	-7	0.036	-0.5	x	-2	0.5	-0.6	8
Cc1ccc(C)c(NC(=S)NC(C)C(c2ccccc2)N2CCN(C)CC2)c1 (centres undefined)	-12	-14	0.45	4.0	2	-5	0.4	0.8	0
COC(=O)C1=C(C)N(c2ccccc2)C(=S)NC1c1ccccc1C(F)(F)F (centres undefined)	4	6	1.5	-1.1	-14	0	-0.3	-1.6	-9
COc1cc(C(=O)N2c3ccccc3CC2C)cc(OC)c1OC (centres undefined)	0	-4	-0.86	-0.7	22	-4	-0.7	0.0	-25
O=C1[C@@H]2C(c3ccc(F)cc3)=NO[C@@H]2C(=O)N1Cc1ccccc1	-9	-20	-0.046	5.4	8	8	0.5	0.5	-6
O=C1/C(=C/c2cccs2)Sc2ccccc21	-18	12	0.29	2.5	-16	-4	0.4	1.0	-8
Cc1c(NC(=O)CN2C(=O)C(=O)c3ccccc32)c(=O)n(-c2ccccc2)n1C	9	-38	0.29	-0.3	-3	2	0.8	7.5	-8

3 compounds out of the list, ordered by number of heavy atoms, lowest first:
SMILES	MDM2 E3 inh	m-calpain inh	KCC2 mod	TNF death inh	Rad51 HR inh	eIF4E-4G inh	PERK inhibitor	zVAD death inh	EBV gp42 block
O=C1/C(=C/c2cccs2)Sc2ccccc21	-18	12	0.29	2.5	-16	-4	0.4	1.0	-8
COc1ccc(C(C)NC(=O)Cc2ccc(Br)cc2)cc1 (centres undefined)	6	15	0.37	3.2	6	6	0.4	0.9	-9
COc1cccc2c(=O)n(CC(=O)Nc3ccc(F)cc3F)ccc12	-15	0	x	0.4	-6	6	-0.4	1.8	4

6 entries out of the list above, arranged by their value in EBV gp42 block, largest number first:
Compound | EBV gp42 block
Brc1cc(Cc2nnc(-c3ccccc3)o2)c(Br)s1 | 11
COc1cccc2c(=O)n(CC(=O)Nc3ccc(F)cc3F)ccc12 | 4
Cc1ccc(C)c(NC(=S)NC(C)C(c2ccccc2)N2CCN(C)CC2)c1 (centres undefined) | 0
O=C1[C@@H]2C(c3ccc(F)cc3)=NO[C@@H]2C(=O)N1Cc1ccccc1 | -6
COc1ccc(C(C)NC(=O)Cc2ccc(Br)cc2)cc1 (centres undefined) | -9
C#CCOCCOCCOCCNc1nc(N2CCN(C(=O)[C@H]([C@@H](C)CC)n3cc([C@@H](N)Cc4ccc(O)cc4)nn3)CC2)nc(N2CCN(C(=O)[C@H](Cc3ccc(O)cc3)n3cc([C@@H](N)C(C)CC)nn3)CC2)n1 (some centres undefined) | -11

Remaining list, next part:
SMILES	MDM2 E3 inh	m-calpain inh	KCC2 mod	TNF death inh	Rad51 HR inh	eIF4E-4G inh	PERK inhibitor	zVAD death inh	EBV gp42 block
O=C1CN(C(=O)c2cc(Br)c(Br)s2)c2ccccc2N1	1	-16	x	-6.8	-2	-1	0.2	0.3	-12
CCCCCSc1nnc(-c2cc(Br)ccc2N)c(=O)[nH]1	-46	19	x	0.1	2	-4	1.4	0.2	-18
Cc1cc(C)cc(C(=O)OCC(=O)NCc2cccs2)c1	-11	3	0.36	-1.7	x	-1[fluorescence artefact?]	-0.2	1.3	-3
O=C(CSc1nnc(-c2ccncc2)n1Cc1ccco1)Nc1ccccc1F	1	1	-0.028	1.1	15	0	-1.4	0.7	0
CCCN(CC(=O)Nc1cccc(Br)c1)CC(=O)Nc1ccc(F)c(F)c1F	-5	22	0.049	-2.4	12	-4	-0.8	2.6	2
COc1ccc(Cl)cc1NC(=O)CN(C1CCCCC1)S(C)(=O)=O	-5	12	-0.21	1.7	1	-1	0.0	0.0	-4
O=C(CSc1ncccn1)NCc1ccc(F)cc1	-21	-8	-0.34	-1.2	1	-6	0.7	-0.1	-36
Cc1ccc(S(=O)(=O)N2CCN(C(=O)c3ccccc3)C2)cc1[N+](=O)[O-]	-15	-38	0.28	0.4	12	1	0.8	0.5	-17
O=C(NCc1n[nH]c(=S)n1-c1ccccc1)c1ccco1	-6	-10	0.057	-0.4	-2	-2[fluorescence artefact?]	1.3	-0.2	-2
O=C(Nc1nnc(COc2ccc(Cl)cc2)s1)C1CCCO1 (centres undefined)	-7	-18	-1.4	0.1	x	20	-0.2	0.2	-10
Nc1ccccc1-c1nc2ccccc2s1	-4	i	0.75	1.0	3	10	1.0	3.2	-10
O=C(O)CC(NC(=O)C12CC3CC(CC(C3)C1)C2)c1ccc(OC2CCCC2)cc1 (centres undefined)	-3	-28	-0.0099	0.3	3	-1	0.0	0.8	6
Cc1cccc(OCc2nnc(SCC(=O)N(C(C)C)C(C)C)n2Cc2ccco2)c1C	-9	14	-0.12	1.3	2	-4	-1.3	-0.1	-5
CCN(CC)S(=O)(=O)c1ccc(/C=C/C(=O)Nc2ccc(N3CCOCC3)cc2)cc1	-10	-16	-0.35	-9.2	2	5	-2.0	4.2	-2
CCOCCn1c(CN2CCOCC2)nc2c1c(=O)[nH]c(=O)n2C	-5	-14	0.73	1.8	1	4	1.2	-0.1	2
O=C(c1ccco1)N1CCN=C1SCc1c(F)cccc1Cl	-16	17	x	-1.4	-4	-40	0.4	0.4	12
O=C(COc1ccc(Cl)cc1)NNC(=O)c1ccccn1	-17	-4	4.4*	-3.5	x	3	0.3	0.1	-17
Cc1ccc(C(=O)COc2cc(C)nc3nncn23)cc1	-12	0	0.66	1.9	-9	6	2.2	0.6	-9
Cc1nc2nc(SCc3nc4ccccc4[nH]3)[nH]c2cc1Br	-14	23	-0.34	3.2	-10	-5	-1.6	1.8	-3
CC(C)(C)c1nc(N)nc(=O)[nH]1	-1	15	0.46	0.9	-19	0	0.7	0.3	-12
O=C1NC2(CCCCC2)C(=O)N1/N=C/c1ccc(O)cc1O	-2	-30	-0.18	-0.3	2	7	0.2	0.2	-8
COc1cc(NC(=O)c2cc(Br)cc(C)c2OC)ccc1NC(=O)C(C)C	-13	-2	-0.41	1.5	7	-1	-0.4	3.2	-1
CCc1nc2c(c(=O)c3ccccc3n2C)c(=O)n1C1CCCCCC1	-11	-20	-1.4	3.3	6	4	-0.1	11	-11
O=C(c1cccnc1)N1CCC(Oc2ccc(C(=O)N3CCCC(O)C3)cc2)CC1 (centres undefined)	-21	1	x	0.2	x	1	1.1	0.1	-8
COc1ccc(/C=N/n2c(=O)[nH]c3c([nH]c4ccc(C)cc43)c2=O)cc1CN1CCOCC1	-10	-59	-0.038	0.6	6	-2	2.2	0.3	-17
CN(C)c1nc(N/N=C/c2ccccc2O)nc(Nc2ccc(F)cc2)n1	-14	-6	0.74	-3.5	x	3	0.5	20	8
COC(CNC(=O)c1coc2nc3ccccc3nc12)OC	x	-75	0.82	-4.1	6	-4	1.1	-0.1	-8
O=C(CCNc1ccc(Cc2ccncc2)cc1)c1cccc([N+](=O)[O-])c1	-6	15	-0.7	-1.4	x	2	1.5	-0.2	-2
CCOC(=O)c1c(NC(=O)CSc2nnc(-c3ccc(OC)cc3)o2)sc2c1CCC2	x	x	-0.033	0.5	1	x	1.1	0.5	x
